Screening results from PubChem.
5HT1E antag: 5-HT1E (human) receptor antagonism | P28566 | CHO 5-HT1E Ga15 NFAT-bla reporter, FRET, antagonist | inhibition, % at 6 µM | hit rate 0.99% among 65,000 | AID 571;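 active means inhibition above a set limit, the mean inhibition across every tested compound plus 3 SD, cut at about 29% in these data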;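 further: signal is the 460 over 535 nm emission ratio of beta-lactamase substrate; 0% = agonist plus DMSO wells and 100% = wells without agonist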
HEK293 NFkB inh: lowers PMA/ionomycin-induced NF-kB signal in HEK293 cells; HEK-293 NF-kB luciferase reporter, luminescence; inhibition, % at 3 µM; hit rate 0.21% among 62,000;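 active means inhibition above the mean of all tested compounds plus 3 SD, cut at about 40% in these data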;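 further: 0% = stimulated DMSO wells and 100% = 10 µM reference inhibitor 5653914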
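Material: HEK-293 cells with stable firefly luciferase reporter driven by four HIV NF-kB elements / Also added: PMA plus ionomycin mix as NF-kB-activating stimulus / Compound dosing: 3 µM once, 0.30% DMSO / Times: 1 h pretreatment, 16 h stimulation, 37 °C / Signal: luminescence / Evaluation: per-plate % inhibition versus controls / Benchmarks: DMSO and 10 µM reference inhibitor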
S1P1 ag-PAM: S1P1 (human) agonism or agonism potentiation | AID 449 | P21453 | S1P1 CRE-bla cells, forskolin, beta-lactamase FRET, potentiator mode; S1P1 agonist co-added at EC20, 2 nM; 100% = saturating reference agonist, 0% = basal | activation, % at 9.5 µM | hit rate 0.57% among 56,000;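 active means activation above a cutoff set at the mean activation of all tested compounds plus 3 SD, cut at about 54% in these data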;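 further: forskolin at 4 µM as EC80 and the EC20 agonist is SEW2871; 100% = SEW2871 at its EC100 plus forskolin at EC80; some compounds past the cut are filed as inactive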
S1P3 agonist: S1P3 (human) receptor agonism; activation, % at 4.5 µM; hit rate 0.1% among 60,000; AID 373; Q99500; S1P3 NFAT-BLA reporter cells, FRET ratio; relative to 1 µM S1P, basal subtracted;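 active means activation above the screen-wide mean plus 3 SD, cut at about 4.5% in these data, passing the limit was not always enough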; further: some compounds called inactive have numbers as strong as hits
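Measure – % activation relative to 1 µM S1P (100%), per plate · System – stable CHO line with human S1P3, Gα16, NFAT-BLA reporter · Timing – cells plated overnight, compound 4 h 37 °C, substrate 2 h RT · Technique – fluorescent BLA substrate, ex 405 nm, em 460/535 nm ratio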
Jurkat tox 60K: reduces viability or proliferation of Jurkat cells | Jurkat E6.1 viability, ATP luminescence, 48 h | inhibition, % at 4 µM | hit rate 1.2% among 56,000 | AID 463;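 active means inhibition above the mean inhibition of all tested compounds plus 3 SD, cut at about 28% in these data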
HTR1A agonist: 5-HT1a (human) receptor agonism; activation, % at 10 µM; CHO 5-HT1a Ga15 NFAT-bla reporter, FRET ratio; 0% basal, 100% maximal reference agonist; P08908; hit rate 0.56% among 65,000;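 active means activation above the screen-wide mean activation plus 3 SD, cut at about 19% in these data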;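 further: 0% = DMSO wells and 100% = 5-CT at EC100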
Target sequence (P08908 whole entry, looked up): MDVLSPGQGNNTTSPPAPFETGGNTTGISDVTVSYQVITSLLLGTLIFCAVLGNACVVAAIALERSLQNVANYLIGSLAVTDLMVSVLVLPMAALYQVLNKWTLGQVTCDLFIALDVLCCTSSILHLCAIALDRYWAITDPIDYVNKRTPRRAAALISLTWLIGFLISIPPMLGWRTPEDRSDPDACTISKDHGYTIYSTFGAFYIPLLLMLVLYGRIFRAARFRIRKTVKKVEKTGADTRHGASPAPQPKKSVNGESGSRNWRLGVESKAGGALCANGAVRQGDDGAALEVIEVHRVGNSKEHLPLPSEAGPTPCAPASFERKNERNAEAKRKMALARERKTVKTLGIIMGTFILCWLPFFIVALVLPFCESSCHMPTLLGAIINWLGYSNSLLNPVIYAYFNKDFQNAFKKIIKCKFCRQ
D1 mod: allosteric modulators of human D1 dopamine receptor; hit rate 5.9% among 58,000; AID 641; B-score at 10 µM; HEK293 D1, CRE-luciferase, dopamine EC30 potentiation; actives deviate in either direction;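 active means luminescence count or its row- and column-corrected plate score outside the 99.7% band of the plate's sample wells, on either side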
Target sequence (P21728 whole entry, looked up): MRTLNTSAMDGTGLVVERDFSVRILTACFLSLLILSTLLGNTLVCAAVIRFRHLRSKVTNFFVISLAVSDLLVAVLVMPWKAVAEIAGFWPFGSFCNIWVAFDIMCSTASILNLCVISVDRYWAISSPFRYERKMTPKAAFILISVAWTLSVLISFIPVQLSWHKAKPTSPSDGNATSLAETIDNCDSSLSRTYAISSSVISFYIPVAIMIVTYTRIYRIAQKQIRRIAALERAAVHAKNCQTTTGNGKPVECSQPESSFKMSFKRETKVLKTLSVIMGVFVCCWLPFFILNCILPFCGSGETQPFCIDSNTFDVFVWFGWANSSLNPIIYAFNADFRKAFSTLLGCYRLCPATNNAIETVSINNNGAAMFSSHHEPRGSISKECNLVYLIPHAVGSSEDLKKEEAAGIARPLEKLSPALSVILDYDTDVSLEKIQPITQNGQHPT
HTR1E agonist: 5-HT1E (human) receptor agonism. P28566. CHO 5-HT1E Ga15 NFAT-bla reporter, FRET; 0% DMSO wells, 100% control agonist wells. activation, % at 6 µM. hit rate 0.69% among 65,000;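 active means activation above a set limit, the screen-wide mean activation plus 3 SD, cut at about 8.5% in these data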;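 further: 100% = positive control agonist at 1 µM giving full maximal response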
5-HT1A blocker: antagonists of human 5-HT1a serotonin receptor | P08908 | CHO 5-HT1a Ga15 NFAT-bla reporter, antagonist mode | inhibition, % at 10 µM | hit rate 0.68% among 62,000 | AID 612;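 active means inhibition above the mean of all tested compounds plus 3 SD, cut at about 43% in these data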;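 further: receptor stimulated by 5-CT agonist at 100 nM near EC80; beta-lactamase reporter measured by ratiometric fluorescence of a cleavable substrate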
An asterisk follows results filed as active; i = inactive; nt = no result given.

SMILES	5HT1E antag	HEK293 NFkB inh	S1P1 ag-PAM	S1P3 agonist	Jurkat tox 60K	HTR1A agonist	D1 mod	HTR1E agonist	5-HT1A blocker
c1ccc(Cn2nnnc2C(c2cccnc2)N2CCN(C3CCCCC3)CC2)cc1 (stereo not drawn)	4	14	-2	-0.9	5	-0.5	-0.87	-0.8	1
Cc1ccc2nc(NC3=NCN(CCc4ccccc4)CN3)nc(C)c2c1	-14	24	7	-0.7	5	-1.7	-1.9	-1.2	-27
O=C(O)c1ccccc1S(=O)(=O)NCC(O)COC1CCCCC1 (stereo not drawn)	-8	9	5	-1.2	2	0.0	0.35	0.5	-8
COc1cc(C(c2nnnn2C(C)(C)C)N2CCN(c3nc4ccccc4s3)CC2)ccc1O (stereo not drawn)	2	7	-12	0.3	-2	-0.5	0.12	0.6	-15
C/C(Cl)=C/Cn1c(SCCN2CCOCC2)nc2c1c(=O)[nH]c(=O)n2C	2	15	11	-1.2	12	0.1	1.1	0.9	-10
CC(=O)Nc1ccc(NC(=O)CCC(=O)NCCO)cc1	-1	-6	-28	1.4	0	-1.9	-0.71	-1.0	-8
CCn1c(SCC(=O)c2ccc(Cl)cc2)nnc1C(C)C	-18	18	-6	0.6	-3	0.0	-0.72	0.4	-5
Cc1cc(O)cc(O)c1-c1onc(C(F)(F)F)c1-c1cscn1	1	-6	21	0.3	17	6.1	-1.4	0.5	12
O=C(CCC1CC(=O)Nc2ccccc21)NCc1cccnc1 (stereo not drawn)	4	3	-16	0.8	-8	-2.0	0.25	-0.3	5
Cc1cc(C)cc(N2C(=O)CC(N3CCOCC3)C2=O)c1 (stereo not drawn)	6	8	nt	0.2	-5	0.5	nt	0.0	-2
O=C(NCCCc1ccccc1)c1cnc2n(c1=O)CCS2	-2	-15	-1	0.3	-2	-0.1	-0.036	0.5	-7
NC(=O)CSc1nnc(-c2ccoc2)o1	-1	8	-4	0.6	-12	3.9	0.018	0.2	-12
COc1cc2[nH]c(=O)n(CCCCCC(=O)N3CCN(c4ccccn4)CC3)c(=O)c2cc1OC	-6	17	nt	nt	nt	2.4	2.5	1.9	-5
CN(Cc1ccccc1)C(=O)CCCn1c(=O)[nH]c2cc(Cl)ccc2c1=O	4	-5	-15	0.0	2	-1.0	-0.12	0.0	-2
COCON1C(=O)CN(C(C)=O)C1c1ccc(Cl)cc1Cl (stereo not drawn)	-8	20	3	-0.5	1	1.1	-1	0.1	-7
CC(C)(C)n1nnnc1C(c1ccccc1F)N1CCN(C2CCCC2)CC1 (stereo not drawn)	3	15	8	0.6	-3	-0.7	-0.14	0.4	21
Cc1n[nH]c(C)c1S(=O)(=O)N(CC(=O)N1CCc2ccccc21)c1ccc(C(C)C)cc1	-12	4	-4	0.1	-3	1.7	4.7	1.6	i
O=C(Nc1nc2ccccc2n1CCOc1ccccc1)c1ccco1	0	-1	9	0.0	11	0.4	0.033	0.0	48*
CN(Cc1cnn(C)c1)C(=O)c1cc2ccccc2oc1=O	-6	17	-10	-1.2	5	-1.7	1.5	-0.9	7
CCCn1c(-c2ccccc2)nc2c(=O)n(C)c(=O)[nH]c21	-2	11	-16	-0.5	4	-2.7	0.68	0.1	-5
CC(=O)c1c(C)[nH]c(C(=O)CSc2nnc(-c3ccco3)n2Cc2ccccc2)c1C	5	15	7	0.0	4	-3.4	-0.37	-0.5	8
Cn1c(SCC(=O)NCc2ccccc2)nnc1C1CC1	-1	6	-4	-0.9	-5	-2.2	nt	-1.1	-5
CC(C)(C)C1CCC2(CC1)NC(CO)(CO)CO2 (stereo not drawn)	4	1	7	-0.3	0	-3.3	-0.06	-0.1	1
CC(=O)NCCN=Cc1sc2ccccc2c1O	-3	12	nt	nt	nt	49*	nt	-0.3	-1
COc1ccc(OC)c2sc(N3CCCCC3)nc12	15	-12	18	-0.8	-2	-1.3	-1.2	-0.5	22
COC(=O)CSC1=NS(=O)(=O)c2ccccc21	1	5	-24	-0.9	0	-2.0	-0.15	-0.7	17
CCc1nnc(NC(=O)CSc2nnc(-c3ccco3)n2CC)s1	-1	9	-7	-1.1	-2	-1.2	0.62	0.4	-9
COc1ccc(C(=O)n2nc(-c3ccc(Cl)cc3)nc2N)cc1OC	-3	19	-48	-0.7	7	-1.3	1.7	-0.8	-18
Cc1ccc2nc(NC(=O)c3ccc(Cn4cc(Cl)cn4)o3)sc2c1	5	-4	7	-1.2	-2	-1.9	6.6*	-0.4	-14
COc1cccc(C(c2nnnn2Cc2ccc(F)cc2)N2CCC(C(N)=O)CC2)c1OC (stereo not drawn)	-4	14	5	-0.3	-2	-1.6	0.65	0.1	1
COCCCn1c(SCC(=O)NCc2ccco2)nc2sc3c(c2c1=O)CCC3	-2	20	-28	-0.6	5	3.8	0.26	1.0	5
O=C(c1cnn2ccccc12)N1CCc2ccccc21	-4	-28	-24	-0.4	-8	-1.6	-0.64	0.2	5
CCOc1ccccc1N(CC(=O)NC(C)(C)C)C(=O)Cn1nnc(-c2ccc(C)o2)n1	18	4	24	-0.2	5	-0.7	0.29	-1.4	0
Cc1nc2ncnn2c(Nc2ccc3c(c2)OCO3)c1Cc1ccccc1	-2	1	-19	0.4	3	-4.0	1.7	-0.4	14
CCOC(=O)N1CCC(NC(=O)COc2cc(=O)n(C)c3ccccc23)CC1	7	0	-19	-1.0	3	-2.6	0.11	0.3	1
CCOC(=O)c1ccc(NC(=O)CSc2nc3c(c(=O)n2C)SC(C)C3)cc1 (stereo not drawn)	10	13	42	-1.2	12	-1.6	-0.36	0.3	-2
COc1ccc(S(=O)(=O)N(C)CC(=O)Nc2ccccc2C(F)(F)F)cc1OC	-4	12	13	-0.1	-10	-1.6	2.9	-0.4	-8
COc1ccc(OC)c(CNC(=O)CCc2nc(-c3cccs3)no2)c1	9	15	10	-1.4	6	0.0	-0.11	1.1	8
C=CCn1c(COc2ccccc2)nnc1SCC(=O)Nc1ccc(S(N)(=O)=O)cc1	-1	7	-8	0.2	0	-5.6	-0.36	1.3	-16
O=C1CC(c2cccnc2)c2cc3c(cc2N1)OCCO3 (stereo not drawn)	9	15	9	-1.3	-5	-1.1	0.69	-0.8	-2

The list goes on; the last four above are carried over.
SMILES	5HT1E antag	HEK293 NFkB inh	S1P1 ag-PAM	S1P3 agonist	Jurkat tox 60K	HTR1A agonist	D1 mod	HTR1E agonist	5-HT1A blocker
COc1ccc(S(=O)(=O)N(C)CC(=O)Nc2ccccc2C(F)(F)F)cc1OC	-4	12	13	-0.1	-10	-1.6	2.9	-0.4	-8
COc1ccc(OC)c(CNC(=O)CCc2nc(-c3cccs3)no2)c1	9	15	10	-1.4	6	0.0	-0.11	1.1	8
C=CCn1c(COc2ccccc2)nnc1SCC(=O)Nc1ccc(S(N)(=O)=O)cc1	-1	7	-8	0.2	0	-5.6	-0.36	1.3	-16
O=C1CC(c2cccnc2)c2cc3c(cc2N1)OCCO3 (stereo not drawn)	9	15	9	-1.3	-5	-1.1	0.69	-0.8	-2
CC(C)C(NC(=O)C1CCCCC1)C(=O)Nc1ccc2c(c1)OCCO2 (stereo not drawn)	1	-1	-17	0.1	-3	-0.1	0.71	-0.5	2
O=C(Cn1c(-c2cncs2)nc2ccccc21)NCCc1ccccc1	3	4	-13	0.0	3	-0.9	0.094	0.7	-9
CC(=O)c1ccc(N2CCN(C(=O)COc3ccc(F)cc3)CC2)c(F)c1	14	0	13	-1.1	14	0.4	-0.21	-0.5	7
CCOC(=O)C1=C(N)Oc2cc(C)[nH]c(=O)c2C1c1ccncc1 (stereo not drawn)	-2	6	-2	-0.2	5	-0.9	0.47	-0.8	-12
O=c1c2c3c(sc2nc2n1CCC2)CCC3	-27	9	nt	nt	nt	0.7	0.93	0.3	-21
CCC(=O)Nc1nnc(CSCc2ccccc2)s1	15	7	-17	-0.3	7	-1.9	0.24	-1.0	-12
CC(C(=O)NC1=NCCS1)N1C(=O)C2CC=CCC2C1=O (stereo not drawn)	-2	1	-4	0.8	0	-0.7	-0.73	1.7	4
Cc1ccccc1Cn1nc(C)c(NC(=O)c2noc3c2CC(C(C)(C)C)CC3)c1C (stereo not drawn)	0	8	7	-0.8	5	3.8	1.6	0.9	-10
Cc1c(NC(=O)C2CCCN(S(=O)(=O)c3cnc[nH]3)C2)c(=O)n(-c2ccccc2)n1C (stereo not drawn)	8	2	3	0.3	1	-0.4	0.48	-0.2	1
Cc1cc(NC(=O)CSc2nc(-c3cccnc3)ccc2C#N)no1	-6	nt	-3	-0.6	nt	-0.6	3.5	0.3	nt
COc1ccc(NC(=O)Cn2nnc(C(=O)NCc3ccccc3)c2N)cc1Cl	3	9	0	-0.4	-8	2.5	-0.51	-0.3	-6
COc1cc2c(cc1OC)-c1nncn1C(C)(C)C2	23	6	-4	-1.3	8	-2.5	1.6	2.5	4
COc1ccc(CCNC(=O)c2c(O)c3cccc4c3n(c2=O)CC4)cc1OC	-12	16	2	-1.0	2	-3.8	1.1	-1.2	-16
CCOc1ccccc1NC1c2ccccc2C(=O)N1Cc1ccco1 (stereo not drawn)	-4	7	1	0.0	6	-0.3	nt	0.0	9
C=C(C)CSc1nnc([C@@H](NC(=O)OC(C)(C)C)C(C)CC)o1 (stereo partly drawn)	2	-8	-8	2.6	-1	2.3	-0.87	-0.1	14
Cc1ccc(-n2nc3c(c2NC(=O)C(C)(C)C)CSC3)c(C)c1	-12	-14	-13	0.7	5	-7.5	0.26	-0.5	1
O=C(c1ccc2c(c1)OCO2)N1CCCN(C(=O)c2ccc3c(c2)OCO3)CC1	12	8	6	-2.4	2	-4.5	0.39	-0.8	-5
COc1cccc(-c2nnc(N(C)C(=O)c3ccno3)s2)c1	11	-8	5	0.4	3	-1.1	-0.28	-0.8	3
NC(=O)CSc1nnc(Cn2c(=O)sc3ccccc32)n1-c1ccccc1	-2	23	-16	-2.0	1	-4.6	nt	-0.7	7
Nc1ccn(-c2ccccc2)c(=O)c1	-2	16	6	-0.7	9	1.1	0.12	-0.3	3
CCC(=O)Nc1sccc1C(=O)OC	0	5	-2	-0.6	-4	-1.1	3.2	-0.1	-5
Cn1c(N)c(C(=O)COC(=O)C2(c3ccccc3F)CCCC2)c(=O)n(C)c1=O	-3	4	nt	nt	nt	-2.7	0.26	-0.3	-4
Cc1ccc2cccc(SCC(=O)N3CCOCC3)c2n1	6	8	nt	-0.5	-1	-0.3	-0.22	0.1	9
O=S(=O)(C/C(=C/CO)S(=O)(=O)c1ccccc1)c1ccccc1	106*	18	82*	-1.6	98*	-0.5	-1.9	0.1	92*
CCOC(=O)Cc1csc(SCn2nnc3ccccc3c2=O)n1	-6	13	nt	nt	nt	-1.9	0.53	0.2	-2
CCOc1ccc(-n2c(Cc3cc(=O)[nH]c(=O)[nH]3)nnc2SCC(=O)OC)cc1	0	-5	-10	-0.9	2	-2.9	-0.16	1.2	-10
CCc1cccc(NC(=O)Nc2cccs2)c1	5	-15	18	-0.3	-2	-3.2	-0.073	-0.6	8
